# bovine MsrA act: bovine MsrA enzyme activators, primary screen, biochemical, absorbance, HTS; Methionine sulfoxide reductase A (Bos taurus); purified bovine MsrA, absorbance read-out; activation, % at 10.6 µM; hit rate 0.3% among 360,000; in the data active = activation above about 7.5%;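 note: 0% = vehicle and 100% = reference activator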
# MT1-MMP act inh: blockers of MT1-MMP proenzyme processing, primary screen, HT1080 RFP-PRO-GFP cells, GFP/RFP fluorescence; Matrix metalloproteinase-14 (Homo sapiens), P50281; GFP/RFP ratio fluorescence, overnight; percent of plate control window, DMSO zero; GFP/RFP ratio change, % at 20 µM; hit rate 0.061% among 360,000; AID 651647, 2012;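 active = GFP/RFP ratio change of at least 30% with cell ATP level not reduced by more than half and red fluorescence within 50% of control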; note: strong numbers were not always called active
#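 Material – HT1080 RFP-PRO-GFP cells · Control set – DMSO wells and RFP-L50D-GFP cells · Incubation – overnight cell settling, then overnight compound exposure, 37 °C, 5% CO2 · Compound dosing – single-point 20 µM compound, 1% DMSO · Read-out – GFP/RFP fluorescence ratio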
# eLon inh: inhibitors of E. coli Lon protease, primary screen, biochemical, fluorescence polarization; P0A9M0; purified E. coli Lon protease; inhibition, % at 7.94 µM; hit rate 0.42% among 360,000; in the data active = inhibition above about 13%, passing the limit was not always enough;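 note: 0% = enzyme with probe and DMSO and 100% = no enzyme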
# SKN-1 inh: suppressors of acrylamide-induced Pgst-4::GFP reporter in worms, primary screen, SKN-1 inhibitor project, whole organism, uHTS, GFP/RFP fluorescence ratio, strain VP596. C. elegans VP596 Pgst-4::GFP/RFP ratio, 24 h. inhibition, % at 21.8 µM. hit rate 0.49% among 360,000. AID 624304, 2012;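 active = interference check ratio from 0.5 to 1.5 plus GFP to RFP signal ratio inhibition reaching or exceeding a fixed threshold, cut at about 30% in these data, passing the limit was not always enough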; note: some compounds called inactive have numbers as strong as hits
# CendR NRP1 mod: modulators of CendR peptide binding to NRP-1, primary screen, biochemical, fluorescence polarization, uHTS | Neuropilin-1 (Homo sapiens), O14786 | FAM-RPARPAR peptide binding to NRP-1 | inhibition, % at 25 µM | hit rate 0.85% among 360,000 | AID 602438, 2012;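 active = inhibition or corrected inhibition above about 18%, plus a signal ratio from 0.5 to 1.5, limit read from the data, passing the limit was not always enough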; note: strong numbers were not always called active
# Target sequence (O14786 whole entry, looked up): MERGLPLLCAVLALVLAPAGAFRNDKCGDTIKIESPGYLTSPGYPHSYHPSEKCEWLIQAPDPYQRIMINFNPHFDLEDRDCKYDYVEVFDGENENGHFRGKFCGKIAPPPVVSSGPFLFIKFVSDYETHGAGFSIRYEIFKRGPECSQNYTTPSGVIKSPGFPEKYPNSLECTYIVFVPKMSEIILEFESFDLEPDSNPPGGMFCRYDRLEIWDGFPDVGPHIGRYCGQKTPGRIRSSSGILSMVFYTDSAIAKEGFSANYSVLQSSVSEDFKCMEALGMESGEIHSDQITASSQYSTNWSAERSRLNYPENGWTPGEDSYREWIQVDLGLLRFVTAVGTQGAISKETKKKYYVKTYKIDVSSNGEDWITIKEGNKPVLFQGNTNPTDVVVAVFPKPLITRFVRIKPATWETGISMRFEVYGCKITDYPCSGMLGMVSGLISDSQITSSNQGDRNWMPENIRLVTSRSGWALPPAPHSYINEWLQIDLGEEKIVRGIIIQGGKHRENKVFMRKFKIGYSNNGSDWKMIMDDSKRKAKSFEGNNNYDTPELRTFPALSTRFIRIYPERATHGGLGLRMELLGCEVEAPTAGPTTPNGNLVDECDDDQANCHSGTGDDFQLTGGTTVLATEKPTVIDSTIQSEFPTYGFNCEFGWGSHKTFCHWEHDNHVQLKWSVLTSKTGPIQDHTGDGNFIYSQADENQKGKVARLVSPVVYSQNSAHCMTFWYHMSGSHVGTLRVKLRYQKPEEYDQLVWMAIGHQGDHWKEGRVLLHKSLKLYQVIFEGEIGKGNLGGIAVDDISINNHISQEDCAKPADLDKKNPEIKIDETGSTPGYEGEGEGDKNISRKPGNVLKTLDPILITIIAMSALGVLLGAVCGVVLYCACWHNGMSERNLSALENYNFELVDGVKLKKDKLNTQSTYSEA
# FAS-TE inh: FAS thioesterase domain inhibitors, primary screen, biochemical, fluorescence intensity, uHTS; hit rate 0.67% among 360,000; recombinant FAS-TE, OMFH fluorogenic substrate, fluorescence endpoint; inhibition, % at 15 µM; AID 602261, 2012; Fatty acid synthase (Homo sapiens), P49327;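 active = compounds whose normalised, plate-corrected inhibition of enzyme fluorescence in the single-dose primary screen is 50% or more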;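 note: 0% = DMSO with enzyme and 100% = substrate without enzyme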
# Rin1 Abl inh: inhibitors of Rin1-Abl protein binding, primary screen, biochemical, TR-FRET | Tyrosine-protein kinase ABL1 (Homo sapiens) + Ras and Rab interactor 1 (Homo sapiens), … | inhibition, % at 7.35 µM | hit rate 0.4% among 360,000 | AID 588664, 2011; in the data active = inhibition above about 5%, passing the limit was not always enough
# Neddyl block: inhibitors of cullin neddylation, primary screen, biochemical, TR-FRET, uHTS, NAE and Ubc12. hit rate 0.58% among 360,000. calls only at 25 µM; in the data active = inhibition above about 36%
# PABP1 MLLE inh: inhibitors of PABP1 MLLE–PAM2 peptide binding, primary screen, biochemical, fluorescence polarization, FITC-PAM2, GST-MLLE. inhibition, % at 20 µM. hit rate 0.36% among 360,000; in the data active = inhibition above about 35%, passing the limit was not always enough;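 note: plate controls were DMSO wells with GST-MLLE for no effect and wells lacking GST-MLLE protein for full effect; some results filed as inactive read as strong as hits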
# The depositor's hits bear a star; i = inactive; . = not tested or not shown.
# Sample of the layout (6 entries):
SMILES,bovine MsrA act,MT1-MMP act inh,eLon inh,SKN-1 inh,CendR NRP1 mod,FAS-TE inh,Rin1 Abl inh,Neddyl block,PABP1 MLLE inh
CCC1COCCS(=O)(=O)N1Cc1ccccc1C (centres undefined),-2,0,-9,3,15,-8,1,i,-1
CC(C)CC(NS(=O)(=O)OCC(Cl)(Cl)Cl)c1ccccc1 (centres undefined),-1,6,10,0,1,46,-2,i,-5
COCCNC(=O)c1ccc(Cl)c(S(=O)(=O)Nc2cccc(C)c2C)c1,-2,2,0,-2,-99,-2,4,i,4
CCOC(=O)[C@]12CCC=C1N(Cc1ccc(Cl)cc1Cl)C(=O)[C@H](CC(=O)N1CCCC1)C2,-1,-3,1,-1,-8,8,.,i,.
Cc1cccc(N2CCN(C(=O)CN3C(=O)NC4(CCCCCC4)C3=O)CC2)c1C,2,1,10,19,-10,4,-4,i,-5
CCCNC(=O)COc1ccc(-c2nn(C)c(=O)c3ccccc23)cc1,-4,0,-2,22,5,-6,5,i,-8

# Results (from the top)
SMILES,bovine MsrA act,MT1-MMP act inh,eLon inh,SKN-1 inh,CendR NRP1 mod,FAS-TE inh,Rin1 Abl inh,Neddyl block,PABP1 MLLE inh
CCC1COCCS(=O)(=O)N1Cc1ccccc1C (centres undefined),-2,0,-9,3,15,-8,1,i,-1
CC(C)CC(NS(=O)(=O)OCC(Cl)(Cl)Cl)c1ccccc1 (centres undefined),-1,6,10,0,1,46,-2,i,-5
COCCNC(=O)c1ccc(Cl)c(S(=O)(=O)Nc2cccc(C)c2C)c1,-2,2,0,-2,-99,-2,4,i,4
CCOC(=O)[C@]12CCC=C1N(Cc1ccc(Cl)cc1Cl)C(=O)[C@H](CC(=O)N1CCCC1)C2,-1,-3,1,-1,-8,8,.,i,.
Cc1cccc(N2CCN(C(=O)CN3C(=O)NC4(CCCCCC4)C3=O)CC2)c1C,2,1,10,19,-10,4,-4,i,-5
CCCNC(=O)COc1ccc(-c2nn(C)c(=O)c3ccccc23)cc1,-4,0,-2,22,5,-6,5,i,-8
CCOC(=O)c1cc2c(c(-c3ccccc3)n1)[C@H](CCO)N(S(=O)(=O)C(C)(C)C)C2,-2,1,7,-7,6,-5,0,i,-7
Cc1noc(C)c1COc1ccc(C(=O)OCC(=O)Nc2c(C)n(C)n(-c3ccccc3)c2=O)cc1,-8,3,-1,-9,0,-4,-2,i,1
CN(CCc1ccccn1)C1CCCN(S(=O)(=O)c2ccccc2)C1 (centres undefined),-2,-2,-10,5,1,-8,-4,i,-7
COc1ccc(/C=C(\NC(=O)c2ccccc2)C(=O)OCC2CCCN3CCCCC23)cc1OC (centres undefined),-3,1,-11,-5,1,-3,0,i,3
Cc1cc(=O)n2nc(N3CCC(C(=O)N4CCN(C)CC4)CC3)sc2n1,-2,4,3,-14,10,-3,-1,i,-4
CCOc1ccc(NS(=O)(=O)c2ccc3c(c2)CCN3C(=O)CCC(=O)O)cc1,-1,0,-6,3,-1,-3,1,i,2
CO/N=C/C(C#N)=C/c1cc(C(=O)c2ccccc2)cn1C,-5,-1,1,5,2,11,-4,i,10
Cc1cc(C(=O)NC2CCCc3c2cnn3-c2cccc(C)c2C)no1 (centres undefined),-5,3,-2,10,4,-4,-2,i,-5
COc1cc2c(cc1OC)CN(C(=S)Nc1ccccc1Cl)CC2,-2,5,-2,14,-9,7,0,i,-140
O=C(Cn1c(=O)oc2ccc(Cl)cc21)NC1CCCCC1,-2,-3,5,1,9,3,1,i,9
OCC[C@H]1C[C@@H](O)[C@H](O)[C@]2(OCc3ccccc32)O1,0,0,-3,-4,3,-9,2,i,7
O=C(Nc1cc(Cl)ccc1C(=O)O)c1ccc(CN2C(=O)c3ccccc3C2=O)cc1,0,-2,3,9,-14,24,0,i,3
CC(=O)N(C(C)=O)n1c(/C=C/c2cccc([N+](=O)[O-])c2)nc2ccccc2c1=O,-2,1,-9,-6,2,-3,-3,i,-10
Cc1ccc(Nc2nc(-c3cccnc3)cs2)cc1C,0,-4,-7,17,-2,4,-2,i,-8
COc1ccc(OC)c(S(=O)(=O)ON2C(=O)c3ccccc3C2=O)c1,0,1,-7,22,-14,79*,1,i,11
Cc1ccc(NC(=O)COC(=O)C2(CC(=O)NC(C)(C)C)CCCC2)cc1C,1,1,0,11,6,12,0,i,2
COc1ccc(C(=O)C2CCCN(C(=O)c3noc4c3CCCC4)C2)c(C)c1 (centres undefined),-2,0,2,-3,-11,-30,2,i,7
CCOC(=O)N1CCN(C(=O)C2CCN(S(=O)(=O)c3cc(Cl)ccc3Cl)CC2)CC1,0,1,-1,-13,2,-4,-1,i,5
COCCCNc1nc2ccccc2nc1NS(=O)(=O)c1ccc(C)cc1,-7,-3,1,1,1,-3,-4,i,20
CCOC(=O)N1CCN(S(=O)(=O)c2ccc(OC)c(Cl)c2Cl)CC1,-4,5,2,-21,3,10,-1,i,9
O=C(CNC(=O)c1ccccc1Cl)N/N=C/c1ccc([N+](=O)[O-])s1,5,-2,5,0,5,-8,1,i,24
CCOC(=O)N1CCN(c2c(N3CCN(c4cc(C)ccc4C)CC3)c(=O)c2=O)CC1,-1,-4,-10,7,7,4,0,i,3
O=C(NN1CCOCC1)c1cc(-c2ccc(Br)s2)nc2ccccc12,-4,-5,-9,-16,6,-4,-4,i,-7
CN1OC[C@@H]2CN(Cc3ccc(Cl)cc3)[C@H](c3ccc(N4CCCCC4)cc3)C[C@@H]21,-3,-2,-12,17,-16,48,4,i,-22
CCC[C@@H](O)c1cc2cc(OC)c(OC)cc2c(=O)o1,-2,0,22,0,10,-8,5,i,-6
O=C(CN1CCCC1)NC1C2CC3CC(C2)CC1C3 (centres undefined),-4,-1,-14,12,2,-7,-3,i,-9
COC(=O)c1cn(CCOc2ccccc2F)c2ccccc12,-11,2,-1,-9,24,21,4,i,8
Cc1cc2occ(CC(=O)N(CCC(C)C)c3c(N)n(Cc4ccccc4)c(=O)[nH]c3=O)c2cc1C,-9,-38,0,8,-16,-8,2,i,5
CNC(=O)c1[nH]cnc1C(=O)Nc1cccc(C)c1,-4,6,-11,11,-1,-3,1,i,3
O=C(NCC(=O)N1CC=C(c2ccccc2)CC1)c1ccc(OC(F)F)cc1,-1,-2,-6,3,-1,-5,2,i,-9
COc1ccc(-c2cc(C(=O)NN)n(-c3ccccc3)n2)cc1,-10,-1,1,1,-6,-3,-2,i,-10
Cc1ccc(S(=O)(=O)NCCC(c2ccccc2)c2ccco2)cc1 (centres undefined),-6,1,2,7,8,13,1,i,9
CCOC(=O)N1CCC(N2CCCC(CO)(Cc3cccc(Cl)c3)C2)CC1 (centres undefined),0,-8,-9,-8,-22,-5,0,i,-13
CCCc1[nH]nc2c1C(c1cccnc1)C(C#N)=C(N)O2 (centres undefined),-1,7,-3,-27,1,-5,-2,i,-2
COc1ccccc1NC(=S)NC(=O)C(C)C,-11,1,-7,10,-8,-4,-1,i,28
O=C1c2ccccc2NC(c2ccc(O)cc2)N1c1ccccc1 (centres undefined),-2,-1,10,8,-9,-2,2,.,3
O=S(=O)(c1ccccc1)c1nc(-c2ccco2)oc1N1CCCCC1,-2,1,-5,-8,4,10,2,i,-14
Cc1ccc(CN2CCSc3ccc(C(=O)N4CCN(c5ncccn5)CC4)cc32)cc1,0,-4,2,-4,-6,26,-2,i,5
Cn1cccc1/C=N/N1CCN(Cc2ccc(Cl)cc2)CC1,0,-3,-3,12,-13,7,-4,i,2
O=C(Cn1nnc(-c2ccccc2)n1)N/N=C/c1cccc([N+](=O)[O-])c1,-2,5,-4,2,3,-1,-2,i,-4
CC(=O)c1ccc(OCC(=O)N2CCCC2c2ccc3c(c2)OCCCO3)cc1 (centres undefined),0,1,-2,5,-9,1,0,i,-1
CCOC(=O)c1c(C)[nH]c(C(=O)OCC(=O)Nc2cc(C)nn2-c2ccccc2)c1C,-2,-5,-6,20,-6,-1,-1,i,2
CNC(=O)/C(C#N)=C/c1c(N(Cc2ccccc2)Cc2ccccc2)nc2c(C)cccn2c1=O,-5,-8,-12,7,0,32,-2,i,8
CC(C)(O)[C@@H]1CC[C@@](C)(C2CC[C@]3(C)C2[C@H](O)CC2[C@@]4(C)CC[C@H](O)C(C)(C)C4[C@@H](O[C@H]4O[C@@H](CO)[C@H](O)[C@@H](O)[C@@H]4O[C@@H]4O[C@H](CO)[C@@H](O)[C@H](O)[C@H]4O)C[C@]23C)O1 (stereo in doubt),-2,0,-5,10,1,-9,3,i,2

# The listing continues.
SMILES,bovine MsrA act,MT1-MMP act inh,eLon inh,SKN-1 inh,CendR NRP1 mod,FAS-TE inh,Rin1 Abl inh,Neddyl block,PABP1 MLLE inh
CCOC(=O)C(CC)(CC)C(=O)/C=C/c1cccc(Br)c1,-1,-13,-8,-21,-9,-4,3,i,18
Cc1cc(C)c(C(=O)N(CCN(C)C)CC2CCCN(Cc3ccccc3F)C2)o1 (centres undefined),-7,1,-11,10,-6,-9,-5,i,-18
COc1ccccc1NC(=O)c1ccccc1S(=O)(=O)c1ccc([N+](=O)[O-])cc1,-5,1,5,-3,17,54*,-1,i,15
Cc1cccc(NC(=O)CCOc2ccccc2)c1C,-13,-3,7,-8,8,0,-1,i,6
COc1cc(NC(=O)c2cc(OC)c(OC)c(OC)c2)ccc1NC(=O)c1cccs1,0,16,-1,7,3,8,-2,i,7
CCCCn1c(N)c(N(CCOC)C(=O)CSc2nc3ccc(C)cc3[nH]2)c(=O)[nH]c1=O,-1,-3,-12,30,-11,-5,-2,i,-44
COc1ccc(-c2cc(C(=O)N/N=C(\C)c3cccnc3)c3ccccc3n2)c(OC)c1,-4,2,3,10,3,2,2,i,4
CN(Cc1ccccc1)C(=O)CCC1CCN(C(=O)CCC(F)(F)F)CC1,-3,0,4,0,1,0,-2,i,-8
Cc1cc(=O)n2nc(N3CCCC(C(=O)N4CCN(C)CC4)C3)sc2n1 (centres undefined),-1,3,-5,10,-2,-8,1,i,6
CC(C)COc1ccc(C(=O)OCC(=O)NCCC2=CCCCC2)cc1,-8,-5,17,-13,-3,10,1,i,-3
COc1ccc(Cn2c(/C=C/c3ccccc3)nc3ccccc32)cc1,-4,-7,7,-8,-1,27,-7,.,-7
CCN1CCN(Cc2nc3ccc([N+](=O)[O-])cc3c(=O)n2-c2ccc(OC)cc2OC)CC1,-2,-1,9,1,-3,-4,1,i,-13
CCc1nnc(NC(=O)CSc2nnc(COc3ccccc3)n2-c2ccc(C)cc2)s1,-3,21,-3,-11,7,-1,-3,i,-29
O=C(CSc1ccc2c(c1)OCCO2)Nc1ncc(Cl)cc1Cl,-3,0,-5,16,-8,-6,-1,i,8
COc1ccc(-c2nnc(-c3ccc(N(C)C)cc3)o2)cc1,-8,1,2,5,1,-6,2,.,-6
O=C(NCC(=O)N1CCN(S(=O)(=O)/C=C/c2ccccc2)CC1)c1ccccc1F,-5,1,1,9,-9,4,-3,i,-2
Cc1ccc2cc(C#N)c(NCCNC(=S)NCCCN(C)C)nc2c1C,-4,-2,6,13,5,-20,-5,.,-16
CCCn1c(C2CC(=O)N(c3cc(OC)ccc3OC)C2)nc2ccccc21 (centres undefined),-1,5,7,-6,-16,-5,1,i,1
COc1cc2c(cc1OC)C(C(=O)Nc1cc(OC)c(OC)c(OC)c1)C(c1cccnc1)N(C)C2=O (centres undefined),-3,-1,-5,-9,-16,-3,3,i,14

# Source: PubChem BioAssay
